TRPC6 activator: mouse TRPC6 channel activation. HEK293-TRPC6 membrane potential dye fluorescence; stronger effect = higher value. B-score at 10 µM. hit rate 0.13% among 310,000. AID 2550;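 active means B-score of the integrated fluorescence ratio above library mean plus 3 SD, and starting fluorescence ratio within library mean plus 5 SD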;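 further: higher score means more depolarization so channel activation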
Target sequence (Q61143 whole entry, looked up): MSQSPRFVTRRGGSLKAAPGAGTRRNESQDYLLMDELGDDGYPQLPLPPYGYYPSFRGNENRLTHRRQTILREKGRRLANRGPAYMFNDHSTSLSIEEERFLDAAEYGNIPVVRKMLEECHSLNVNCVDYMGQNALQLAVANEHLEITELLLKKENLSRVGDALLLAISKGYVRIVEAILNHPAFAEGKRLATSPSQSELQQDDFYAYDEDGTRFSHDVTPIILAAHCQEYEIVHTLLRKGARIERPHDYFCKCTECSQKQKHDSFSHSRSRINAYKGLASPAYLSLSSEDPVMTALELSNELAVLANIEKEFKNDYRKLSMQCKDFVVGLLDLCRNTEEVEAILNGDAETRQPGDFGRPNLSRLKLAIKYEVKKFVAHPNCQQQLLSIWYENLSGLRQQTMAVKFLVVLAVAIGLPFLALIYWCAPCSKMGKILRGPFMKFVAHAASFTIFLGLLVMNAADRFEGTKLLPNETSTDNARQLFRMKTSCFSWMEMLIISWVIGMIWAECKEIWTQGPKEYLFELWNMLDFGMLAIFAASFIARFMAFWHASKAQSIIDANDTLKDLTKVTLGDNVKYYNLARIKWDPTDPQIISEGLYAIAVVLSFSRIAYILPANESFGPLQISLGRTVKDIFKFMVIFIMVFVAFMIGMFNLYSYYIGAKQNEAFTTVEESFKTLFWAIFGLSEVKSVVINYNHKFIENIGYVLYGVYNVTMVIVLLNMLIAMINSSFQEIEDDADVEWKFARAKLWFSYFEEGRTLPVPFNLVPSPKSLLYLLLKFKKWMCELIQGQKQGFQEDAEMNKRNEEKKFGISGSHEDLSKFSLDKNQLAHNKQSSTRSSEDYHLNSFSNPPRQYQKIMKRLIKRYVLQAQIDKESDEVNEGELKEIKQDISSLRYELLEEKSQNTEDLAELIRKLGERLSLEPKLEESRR
MrgX1 ag: agonists of human MrgX1 receptor. Q96LB2. MrgX1-HEK293 cells, Fluo-4 calcium fluorescence, agonist mode; stronger effect = higher value. B-score at 10 µM. hit rate 0.44% among 310,000;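 active means calcium response B-score plate-corrected fluorescence ratio at least 3 library SD, with starting fluorescence B-score inside 5 SD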
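Assay system: MrgX1-expressing HEK293 cells / Amount: fifteen thousand cells per well / Doses: test compound in the initial addition of three / Timing: cells plated overnight, dye loaded 0.5 h 37 °C, 0.5 h room temperature / Technique: kinetic calcium dye fluorescence, Fluo-4 NW / Control set: positive and negative controls per plate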
TRPC4 act: opens the mouse TRPC4 cation channel | Q9QUQ5 | HEK293 TRPC4beta/mu-opioid, Fluo4 calcium fluorescence; stronger effect = higher value | B-score at 10 µM | hit rate 0.49% among 310,000 | AID 2237;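 active means B-score above 5 SD of library B-scores, and initial fluorescence ratio not above library mean plus 5 SD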;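 further: positive B-score marks a calcium rise read as TRPC4 activation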
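Assay system: HEK293 cells stably co-expressing mouse TRPC4beta and mu-opioid receptor / Timing: Fluo4 dye loading 45 min at room temperature, 110 s recording / Signal: Fluo4 calcium-sensitive dye fluorescence, kinetic, 1 Hz baseline / Read-out: integrated baseline-normalised fluorescence ratio, converted to per-well B score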
TRPC4 block: inhibitors of mouse TRPC4 channel; Q9QUQ5; hit rate 0.39% among 300,000; HEK293 TRPC4beta/mu-opioid, DAMGO-evoked Fluo4 calcium flux; stronger effect = lower value; B-score at 10 µM;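 active means B-score over 3 SD under the library average, no early fluorescence shift, positive overall ratio signal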
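Material: HEK293 cells with stable TRPC4beta plus mu-opioid receptor expression / Probe or stimulus: DAMGO in two steps, submaximal then maximal / Compound: single concentration per test compound / Technique: kinetic Fluo4 fluorescence imaging of calcium influx / Read-out: per-well B score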
MrgX1 antagonist: human MrgX1 receptor antagonism, primary screen; MRGX1-HEK293 calcium flux, Fluo-4, BAM8-22 antagonism; stronger effect = lower value; hit rate 1.3% among 310,000; Q96LB2; B-score at 10 µM;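 active means calcium-response B-score plate-corrected more than 3 library SD below zero, starting fluorescence within 5 deviations, no agonist response on first addition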;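 further: peak minus trough fluorescence over baseline after final BAM8-22 challenge near maximal dose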
TRPC4 PAM: TRPC4 (mouse) allosteric potentiation | Q9QUQ5 | HEK293 TRPC4beta/mu-opioid, DAMGO EC20, Fluo-4 Ca2+ flux; stronger effect = higher value | B-score at 10 µM | hit rate 0.42% among 310,000 | AID 2227;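 active means B-score of calcium response area above 5 SD of library B-scores, with initial fluorescence ratio within 5 SD of library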;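 further: B-score of integrated fluorescence ratio over time as area under calcium response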
ANO1 activ: activators or potentiators of mouse TMEM16A chloride channel; Q8BHY3; HEK293 TMEM16A/YFP-H148Q/I152L, iodide quench fluorescence; stronger effect = lower value; B-score at 10 µM; hit rate 0.3% among 340,000;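 active means fluorescence-ratio B-score plate-corrected deviation score at least 3 library SD below zero, with starting fluorescence score within 5 deviations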;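 further: channel opened by trigger with iodide after compound preincubation; score built on the fluorescence ratio of max minus min over baseline; more negative score means more quench and so TMEM16A activation or potentiation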
TRPC6 inhibitor: mouse TRPC6 channel inhibition | B-score at 10 µM | hit rate 1.1% among 310,000 | HEK293-TRPC6, membrane potential dye, ACh-evoked depolarization; stronger effect = lower value | AID 2553 | Q61143;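 active means B-score under library mean minus 3 SD, initial fluorescence not abnormally high, positive integrated signal ratio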;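 further: B-score derived from integrated fluorescence ratio over the kinetic read; more negative B-score means stronger inhibition of depolarization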
MrgX1 PAM: human MrgX1 positive allosteric modulation, primary screen; MrgX1-HEK293, Fluo-4 calcium flux, FDSS; stronger effect = higher value; B-score at 10 µM; hit rate 0.63% among 310,000;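 active means plate-corrected calcium response at least 3 library SD above typical, normal starting fluorescence, not activating the receptor alone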;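 further: compound read alongside a low EC10 to EC30 dose of BAM8-22 agonist; peak minus trough fluorescence over baseline measured at the second addition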
TMEM16A inh: mouse TMEM16A channel inhibition, primary screen; HEK293 TMEM16A/YFP iodide influx fluorescence, ionomycin; hit rate 1.2% among 310,000; Q8BHY3; normalized B-score (activity score, 25-100; higher = stronger inhibition) at 10 µM;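 active means ratio plate-corrected score three or more library SD toward inhibition, starting fluorescence score within five deviations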;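 further: score derived from kinetic fluorescence span divided by baseline fluorescence per well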
RGS4 block: human RGS4 inhibition. B-score at 10 µM. HEK293 M3R/RGS4 inducible, Fluo-4 calcium flux; stronger effect = higher value; triggered by carbachol at its EC20. hit rate 0.45% among 310,000. P49798;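 active means B-score, a plate-corrected calcium signal, over three deviations above library mean, with baseline fluorescence within five deviations of library mean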;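 further: RGS4 expression induced by doxycycline in cells with stable M3 receptor; B-score is computed from the integrated fluorescence ratio over baseline after carbachol; higher B-score means a larger calcium signal and so more RGS4 inhibition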
* = called active by the depositor; i = inactive; nt = not tested or not shown.

SMILES | TRPC6 activator | MrgX1 ag | TRPC4 act | TRPC4 block | MrgX1 antagonist | TRPC4 PAM | ANO1 activ | TRPC6 inhibitor | MrgX1 PAM | TMEM16A inh | RGS4 block
CCOc1ccccc1N(CC(=O)NC1CCCCC1)C(=O)CCC(=O)Nc1cc(C)ccn1 | i | i | i | i | i | i | i | i | i | i | i
Cc1ccc(S(=O)(=O)NCc2ccccc2)cc1C(=O)NC1CCCCC1 | i | i | i | i | i | i | i | i | i | i | i
COc1cccc(C(=O)Nc2cccc(-c3ccc4nncn4n3)c2)c1OC | i | i | i | i | i | i | i | i | i | i | i
CCOc1ccc(N=Cc2c(C)[nH]n(-c3nc4ccccc4[nH]3)c2=O)cc1 | i | i | i | i | i | i | i | i | i | i | i
COc1ccc(Nc2ncc3c(n2)CC(c2ccc(OC)cc2)CC3=O)cc1 (stereo not given) | i | i | i | i | i | i | i | i | i | i | i
CCOC(=O)C1CCN(S(=O)(=O)c2ccc(CC)cc2)CC1 | i | i | i | i | i | i | i | i | i | i | i
c1ccc(CN2CCC3(CCCc4ccccc43)CC2)cc1 | nt | i | nt | nt | i | nt | i | nt | i | i | nt
CCN1/C(=C\C=C2\C(=O)N(C)C(=S)N2C)Sc2ccccc21 | i | i | i | i | i | i | i | i | i | i | i
CN(/N=C/C=C/c1ccccc1)c1cc(=O)n(C)c(=O)[nH]1 | i | i | i | i | i | i | i | i | i | i | i
c1ccc(OCCCCn2cnc3ccccc32)cc1 | i | i | i | i | i | i | i | i | i | i | i
COc1cc2c(c(OC)c1)C(c1ccncc1)CC(=O)N2 (stereo not given) | nt | i | nt | nt | i | nt | i | nt | i | i | nt
COc1cc(CN2CCC(C(=O)N3CCN(c4ccccc4F)CC3)CC2)cc(OC)c1O | i | i | i | i | i | i | i | i | i | i | i
COC(=O)C(Oc1ccc2c(-c3ccc(OC)cc3)cc(=O)oc2c1)c1ccccc1 (stereo not given) | i | i | i | i | i | i | i | i | i | i | i
O=C1NC(=O)/C(=C/c2cccc([N+](=O)[O-])c2)N1 | i | i | i | i | i | i | i | i | i | i | i
Cc1noc(NS(=O)(=O)c2ccc(NC(=O)c3ccc(Br)o3)cc2)c1C | i | i | i | i | i | i | i | i | i | i | i
CC(=O)C1=C(C)Nc2ncnn2C1c1cccc(OCc2ccccc2)c1 (stereo not given) | i | i | i | i | i | i | i | i | i | i | i
Cc1cccc(CSc2nnc3c(n2)[nH]c2ccccc23)c1 | i | i | i | i | i | i | i | i | i | i | i
COc1ccc2[nH]c(CN3CCN(CC(C)C)C(CCO)C3)c(C)c2c1 (stereo not given) | i | i | i | i | i | i | i | i | i | i | i
CN(CCCNC(=O)c1cccc(N2CCCC2=O)c1)c1ccccc1 | i | i | i | i | i | i | i | i | i | i | i
O=C(N/N=C/c1ccc2cccnc2c1)c1nc2ccccc2c(=O)[nH]1 | i | i | i | i | i | i | i | i | i | i | i

Only ANO1 activ and TRPC4 PAM, for some of the entries so far:
mol	ANO1 activ	TRPC4 PAM
COc1cccc(C(=O)Nc2cccc(-c3ccc4nncn4n3)c2)c1OC	i	i
COc1cc(CN2CCC(C(=O)N3CCN(c4ccccc4F)CC3)CC2)cc(OC)c1O	i	i

The list continues.
SMILES | TRPC6 activator | MrgX1 ag | TRPC4 act | TRPC4 block | MrgX1 antagonist | TRPC4 PAM | ANO1 activ | TRPC6 inhibitor | MrgX1 PAM | TMEM16A inh | RGS4 block
O=C(O)CCCNC(=O)/C(=C\c1ccc(Cl)cc1)NC(=O)c1ccccc1Br | i | i | i | i | i | i | i | i | i | i | i
O=C(O)c1cccnc1C(=O)c1ccccc1 | i | i | i | i | i | i | i | i | i | i | i
COc1cccc(CN2CC(C(=O)NCc3cccc(N4CCCC4)c3)CCC2=O)c1 (stereo not given) | i | i | i | i | i | i | i | i | i | i | i
COc1ccc2c(c1)c(=O)c(C(=O)c1ccccc1)cn2Cc1ccccc1 | i | i | i | i | i | i | i | i | i | i | i
COc1cc(C(=O)N2CCCN(c3nc4cc(C)ccc4cc3C#N)CC2)cc(OC)c1OC | i | i | i | i | i | i | nt | i | i | i | i
CN(C)CCCO[C@@H]1[C@H]2OC(C)(C)O[C@H]2O[C@@H]1[C@H](O)CO | nt | i | nt | nt | i | nt | i | nt | i | i | nt
O=c1oc2ccc3ccccc3c2cc1-c1nnc(-c2ccccc2)o1 | i | i | i | -6* | i | i | i | i | i | i | i
COc1cc(C(=O)Nc2cccc(-c3nc4ncccc4o3)c2C)cc(OC)c1OC | i | i | i | i | i | i | i | i | i | i | i
S=C(Nc1ccccc1)Nc1ccc(OCc2ccc(Cl)cc2Cl)cc1 | i | i | i | i | i | i | i | i | i | i | i
CCN1CCN(c2ccc(NC(=O)c3ccco3)cc2)CC1 | i | i | i | i | i | i | i | i | i | i | i
COc1ccc(/C(C)=N/NC(=S)NCCc2ccccc2)cc1 | i | i | i | i | i | i | i | i | i | i | i
COc1ccccc1CNc1ccc2c(c1)CCC2 | i | i | i | i | i | i | i | i | i | i | i
O=C(Nc1ccc(S(=O)(=O)Nc2nccs2)cc1)c1cc(-c2ccccc2Cl)nc2ccccc12 | i | i | i | i | i | i | i | i | i | i | i
COc1cccc2cc(C(=O)N3CCN(c4ccccc4F)CC3)c(=O)oc12 | i | i | i | i | i | i | i | i | i | i | i
CC1CC(C)CN(CCOc2cccc3ccccc23)C1 (stereo not given) | i | i | i | i | i | 11* | i | i | i | i | i
O=C(CSCc1ccc(Cl)cc1)Nc1ccccc1O | i | i | i | i | i | i | i | i | i | i | i
O=c1ccn(CCCBr)c(=O)[nH]1 | i | i | i | i | i | i | i | i | i | i | i
COc1cc(CO)cc(Br)c1OCC(=O)Nc1cccc2ccccc12 | i | i | i | i | i | i | i | i | i | i | i
COC(=O)c1cc(OC)c(OC)cc1NC(=O)CSc1nnnn1Cc1ccccc1 | i | i | i | i | i | i | i | i | i | i | i
O=C(NCCN1CCNC1=O)C1CCC(=O)N(Cc2cccc(C(F)(F)F)c2)C1 (stereo not given) | i | i | i | i | i | i | i | i | i | i | i
COc1ccc(/C=C(\C#N)C(=O)NCC(c2ccc(F)cc2)N2CCOCC2)cc1 (stereo not given) | i | i | i | i | i | i | i | i | i | i | i
CCOc1ccccc1NC(=O)COC(=O)/C=C/c1ccc(OC)c(OC)c1 | i | i | i | i | i | i | i | i | i | i | i
CC(C(=O)O)c1ccc(C(=O)c2ccccc2)s1 (stereo not given) | nt | i | nt | nt | i | nt | i | nt | i | i | nt
Cn1cnc([N+](=O)[O-])c1C(=O)Nc1cccc([N+](=O)[O-])c1 | i | i | i | i | i | i | i | i | i | i | i
CC(=O)Nc1ccc(S(=O)(=O)Oc2ccc(/C=N/N=C3/NC(=O)C(CC(=O)O)S3)cc2)cc1 (stereo not given) | i | i | i | i | i | i | i | i | i | i | i
O=C(O)c1nsc(Cl)c1Cl | i | i | i | i | i | i | nt | i | i | i | i
CC(C)Cc1nnc(NS(=O)(=O)c2ccc(Cl)cc2)s1 | i | i | i | i | i | i | i | i | i | i | i
CCn1cc(C(=O)NCCCN(CC(C)C)CC(C)C)c(=O)c2cc(S(=O)(=O)N3CCOCC3)ccc21 | i | i | i | i | i | i | i | i | i | i | i
Cc1ccc(N=C(N)N=C(N)N)cc1 | i | i | i | i | i | i | i | i | i | i | i
COC(=O)c1ccccc1NC(=O)CCCN1C(=O)C(c2ccccc2)Oc2cccnc21 (stereo not given) | i | i | i | i | i | i | i | i | i | i | i
OC(CN1CCOCC1)C12CC3CC(CC(C3)C1)C2 (stereo not given) | i | i | i | i | i | i | i | i | i | i | i
COc1ccc(C2=NN(C(C)=O)C(c3ccccc3)C2)cc1 (stereo not given) | i | i | i | i | i | i | i | i | i | i | i
O=C(C1CCCN(S(=O)(=O)c2ccc(F)cc2)C1)N(Cc1cccs1)C1CC1 (stereo not given) | i | i | i | i | i | i | i | i | i | i | i
COc1ccc(/C(N)=N/OC(=O)c2ccc(OC)c([N+](=O)[O-])c2)cc1OC | i | i | i | i | i | i | i | i | i | i | i
N#CC1=C(N)NC(SCC(=O)Nc2ccc(Br)cc2)=C(C#N)C12CCCCC2 | i | i | i | i | i | i | i | i | i | 100* | i
CCN1CCN(CCOc2ccc(Br)cc2C)CC1 | i | i | i | i | i | i | i | i | i | i | i
Cc1ccc(S(=O)(=O)NCCC2(C(C)C)CCOC(C)(C)C2)cc1 (stereo not given) | i | i | i | i | i | i | i | i | i | i | i
O=C(CSCc1ccccc1)Nc1ccc(Cl)cn1 | i | i | i | i | i | i | i | i | i | i | i
CC(c1ccccc1)N1C(=O)CC(Sc2ncccc2C(=O)O)C1=O (stereo not given) | i | i | i | i | i | i | i | i | i | i | i
COc1ccc(OCc2nnc(SCC(=O)N3CCCc4ccccc43)n2-c2ccc(C)cc2)cc1 | i | i | i | i | i | i | i | i | i | i | i
CC(C)C(C(=O)Nc1ccc2c(c1)OCCO2)N1C(=O)c2ccccc2C1=O (stereo not given) | i | i | i | i | i | i | i | i | i | i | i
CCCSc1nc(N2CCOCC2)c2c(c1C#N)CC(C)(C)SC2 | i | i | i | i | i | i | i | i | i | i | i
CC(C)(C)C(=O)Nc1cccc(S(=O)(=O)NC2=NCCC2)c1 | i | i | i | i | i | i | i | i | i | i | i
CCCC(=O)Nc1ccc(-c2csc(NNC(C)=O)n2)cc1 | i | i | i | i | i | i | i | i | i | i | i
O=C1OC(c2cccc([N+](=O)[O-])c2)C2(CCCC2)C(=O)C12CCCCC2 (stereo not given) | i | i | i | i | i | i | i | i | i | i | i
Cc1ccc(-c2cc(C(=O)N3CCOCC3)c3ccccc3n2)cc1 | i | i | i | i | i | i | i | i | i | i | i
CCn1c(NCc2ccco2)nc2ccccc21 | i | i | i | i | i | 54* | i | i | i | i | i
